# RAD54 inh – RAD54 (human) branch migration inhibition | inhibition, % at 10.4 µM | RAD54 Holliday junction branch migration, FAM/BHQ fluorescence | hit rate 0.14% among 360,000;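 active = mean normalized replicate activity at least 40 and at least half of replicates scoring 40 or more; inconclusive = only one of the two criteria met; inactive = mean below 40 and under half of replicates reaching 40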;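 note: 0% = median of neutral control wells and 100% = median of positive control wells; inhibitors cause a drop in the FAM fluorescence signal; in these data hits start at about 50%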
# PGC1a acetyl inh – modulators of PGC1a acetylation; inhibition, % at 15.6 µM; U2OS PGC1a acetylation, AlphaScreen anti-acetyl-lysine; with virally co-expressed GCN5 acetyltransferase; hit rate 0.17% among 350,000;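 active = every replicate shows inhibition of at least 40%; inconclusive = mean inhibition at least 40% but some replicate below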;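 note: 0% = neutral control wells and 100% = positive control wells; some results beyond the cut were filed as inactive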
# E-selectin induc – E-selectin induction on HUVECs; AID 686992; activation, % at 7.58 µM; HUVEC E-selectin immunofluorescence imaging; normalized: neutral wells 0, TNF-alpha wells 100; P16581; hit rate 0.37% among 260,000;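 active = mean E-selectin-positive cell signal at least 10% of the positive control, reached in at least 60% of replicates, without over 20% cell loss; inconclusive = no rule given, readout overlaps actives, possibly toxicity-flagged; inactive = the rest, including those meeting only one limit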;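 note: in these data hits start at about 27%; measured in HUVEC primary endothelial cells; signal is the percent of cells scored E-selectin positive by PE staining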
# Target sequence (P16581 whole entry, looked up): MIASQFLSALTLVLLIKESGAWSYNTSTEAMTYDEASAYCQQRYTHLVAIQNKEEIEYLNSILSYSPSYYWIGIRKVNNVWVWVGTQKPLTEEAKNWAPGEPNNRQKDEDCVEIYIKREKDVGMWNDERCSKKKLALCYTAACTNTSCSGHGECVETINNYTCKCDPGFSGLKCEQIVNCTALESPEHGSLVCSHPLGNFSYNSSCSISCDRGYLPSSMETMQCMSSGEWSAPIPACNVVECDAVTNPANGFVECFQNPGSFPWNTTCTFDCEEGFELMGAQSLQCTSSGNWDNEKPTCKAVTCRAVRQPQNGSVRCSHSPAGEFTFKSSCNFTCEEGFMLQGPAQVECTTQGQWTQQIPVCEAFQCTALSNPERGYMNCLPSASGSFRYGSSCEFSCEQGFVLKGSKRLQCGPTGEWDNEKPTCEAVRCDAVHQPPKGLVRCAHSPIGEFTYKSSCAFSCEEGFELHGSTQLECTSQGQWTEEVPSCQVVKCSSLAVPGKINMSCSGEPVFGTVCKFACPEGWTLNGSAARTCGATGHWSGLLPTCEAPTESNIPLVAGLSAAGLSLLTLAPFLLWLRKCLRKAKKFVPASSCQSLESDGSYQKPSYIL
#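 Test system: HUVEC | Signal: Immunofluorescence imaging | Read-out: Percent E-selectin-positive cells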
# PglD inh – blocks C. jejuni PglD acetyltransferase activity; purified PglD enzyme, DTNB colorimetric CoA detection; inhibition, % at 12.5 µM; hit rate 0.098% among 360,000; in the data active = inhibition above about 16%, passing the limit was not always enough; inconclusive = no clear call, values can overlap the other calls; note: strong numbers were not always called active
# Cneo AK release – causes C. neoformans cell lysis | adenylate kinase release luminescence, 4 h; normalised: neutral wells 0, clomiphene wells 100 | lysis activity, % at 15 µM | hit rate 0.2% among 360,000;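 active = mean lysis activity across replicates of at least 80%, whatever share of replicates individually reach that level; inactive = mean lysis activity below 80%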
#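 Material – log-phase Cryptococcus neoformans yeast cells · Input – 5 × 10^6 yeast cells/mL · Medium – fresh YPD growth medium · Doses – single compound concentration per well · Timing – static 4 h at 37 °C with compound, 1 h detection · Detection – adenylate kinase release luminescence · Read-out – signal increase indicating cell lysis · Control set – Clomiphene as positive lysis control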
# miR-122 sensor – inhibitors of miR-122 in Huh7 cells; Huh7 miR-122 Renilla luciferase sensor, 48 h; neutral wells = 0, positive control = 100; activation (reporter increase), % at 12.5 µM; hit rate 0.3% among 340,000; AID 602342;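 active = mean replicate activation score at least 90 and every replicate individually at or above 90; inconclusive = only one of the two criteria met; inactive = neither criterion met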;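 note: higher luciferase means less miR-122 activity so hits act as miR-122 inhibitors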
# ERAP1 HTS inh – blocks human ERAP1 aminopeptidase activity; Q9NZ08; recombinant ERAP1, Leu-AMC fluorescence, 60 min; inhibition, % at 10.7 µM; hit rate 0.15% among 340,000; AID 652197;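 active = mean replicate inhibition of at least 30%, or all replicates individually reaching that 30% level; inactive = mean below 30% and not every replicate reaching it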;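 note: 0% = neutral control wells and 100% = L-leucinethiol positive control wells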
# RAD52 inh – RAD52 (human) annealing inhibition; P43351; inhibition, % at 18.7 µM; recombinant RAD52 DNA annealing, FRET fluorescence; hit rate 0.46% among 360,000;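 active = every replicate showing at least 50% inhibition; inconclusive = mean inhibition at least 50% but not in every replicate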
# Target sequence (P43351 whole entry, looked up): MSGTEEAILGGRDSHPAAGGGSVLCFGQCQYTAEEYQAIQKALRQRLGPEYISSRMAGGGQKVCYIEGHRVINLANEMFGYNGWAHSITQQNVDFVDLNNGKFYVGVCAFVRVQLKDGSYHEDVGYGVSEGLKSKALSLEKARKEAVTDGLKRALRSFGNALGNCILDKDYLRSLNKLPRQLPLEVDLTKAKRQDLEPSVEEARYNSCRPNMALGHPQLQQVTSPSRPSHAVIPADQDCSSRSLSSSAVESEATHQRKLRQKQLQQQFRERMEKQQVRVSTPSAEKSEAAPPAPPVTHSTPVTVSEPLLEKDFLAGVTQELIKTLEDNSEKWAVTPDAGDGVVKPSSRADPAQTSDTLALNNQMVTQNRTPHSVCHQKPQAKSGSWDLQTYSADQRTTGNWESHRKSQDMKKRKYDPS
# An asterisk follows results filed as active; ? = inconclusive; . = not tested or not shown; & = joins results of further samples; [ ] = dose if it differs, or a comment.
SMILES,RAD54 inh,PGC1a acetyl inh,E-selectin induc,PglD inh,Cneo AK release,miR-122 sensor,ERAP1 HTS inh,RAD52 inh
CC(C)CC1CCCCC1OC(=O)CN1CCCCC1 (stereo not drawn),-2,7,.,-6,-2,3,-1,4
Cc1ccc(NC(=O)Nc2nnc(Cc3ccc(F)cc3)s2)cc1,-7,7,.,1,0,-3,7,-4
C[C@@H]1CN([C@@H](C)CO)C(=O)c2cc(C#CC(C)(C)O)cnc2O[C@@H]1CN(C)C(=O)c1ccccc1F,0&-3&3,-10&7&11,0.2&-0.2,1&3&3,-1&3&1,-6,3&0&0,-13&10&-6
C/C=C/c1ccc([C@H]2[C@@H](CO)N(CC3CC3)C23CN(S(C)(=O)=O)C3)cc1,.,-5,0.1,.,.,.,1,-30
Cc1ccc2c(c1)c1c3n2CC(=C2C(=O)OC(C)(C)OC2=O)NC3CCC1 (stereo not drawn),-13,.,.,-3,-20,-3,-5,-36
O=C(COC(=O)Cc1cccs1)Nc1ccccc1F,-20,0,.,-5,-1,5,.,.
Cc1c(CC(Cl)(Cl)Cl)c2c(n1O)CC(C)(C)CC2=O,.,7,-0.3,.,.,.,-3,-10
N#Cc1ccccc1CSCCNC(=O)Cc1c(F)cccc1Cl,16,.,-0.1,-1,1,.,-3,-6
CC(=O)N(C)C[C@@H]1Oc2cc(C#Cc3cccnc3)ccc2S(=O)(=O)N([C@@H](C)CO)C[C@@H]1C,2,15,1.6,0,-6,1[16.7 µM],0,-2
O=C(NN1CCOCC1)c1cn(-c2ccccc2)nc1-c1cccs1,5,-5,2.0,1,-7,-3,-4,-12
CCC(c1nnnn1C1CCCC1)N1CCN(c2cccc(OC)c2)CC1 (stereo not drawn),.,-3,.,.,.,7,-9,-26
CCN1CCN(C(=O)c2ccc3c(c2)N(Cc2ccccc2)C(=O)c2ccccc2S3(=O)=O)CC1,6,-8,0.0,2,2,-7,1,-7
CC(=O)N/C(=C\c1ccccc1)C(=O)OCc1cccc(S(=O)(=O)N(C)C)c1,-13,2,-0.1,-5,-1,-3,-4,-17
CCc1ccc(C2CC(c3ccc(Cl)cc3)n3nc(N)nc3N2)cc1 (stereo not drawn),7,4,0.2,2,0,-3,-4,-8
CO[C@H]1CC[C@H]2CCN(C)C(=O)[C@H](C)[C@@H](OC)CN(C)C(=O)c3cccc(C#N)c3OC[C@H]1O2,-3,-5,0.1,0,14,.,0,15
O=C(O)c1ccc(-c2ccc(OS(=O)(=O)c3ccccc3F)cc2)cc1,13,5,.,-5,-2,11,4,-7
N[C@@H](Cc1ccccc1)c1nnc2sc(SCc3ccccc3)nn12,-1,2,.,-5,0,2,.,.
CCOc1ccc(OCCC(=O)OCC(=O)Nc2ccc(Cl)cn2)cc1,4,.,.,-1,0,.,-7,-7
CN(C)S(=O)(=O)c1cccc(COc2cccnc2[N+](=O)[O-])c1,-5,.,0.0,2,1,1,0,-2
Cc1c(C)c2ccc(OCC(=O)N(C)C3CCS(=O)(=O)C3)c(C)c2oc1=O (stereo not drawn),13,6,-0.2,.,-2,1,0,-9
O=C(CCC1CCCN(C(=O)c2ccncc2)C1)NCc1ccc(F)c(F)c1 (stereo not drawn),.,0,4.6,.,.,.,-1,-8
CC1C(=O)N2CCCc3cc(NC(=O)COc4ccc(Cl)cc4)cc1c32 (stereo not drawn),9,.,0.0,-5,-3,.,1,-11
O=C(N[C@H]1C=C[C@@H](CC(=O)N2CCc3ccccc3C2)O[C@@H]1CO)C1CCC1,1,7,0.0,-1,1,.,-1,0
CC(C)[C@H](NS(=O)(=O)c1ccccc1)C(=O)OCC(=O)Nc1ccccc1Sc1ccccc1,-1,-3,.,-1,-12,0,.,.
Cc1nc(N)c(Cc2ccccc2F)c(N)n1,.,-7,.,.,.,2,11,-6
COc1ccc(-c2cnc3c(c2)C(=O)N([C@@H](C)CO)C[C@H](C)[C@@H](CN(C)C(=O)Cc2ccccn2)O3)cc1,-13,2,-0.1,15,5,6[16.7 µM],-1,-4
Cc1cc(C)nc(NS(=O)(=O)c2ccc(N3C(=O)C4CC=C(Cl)CC4C3=O)cc2)n1 (stereo not drawn),-6,-9,.,-4,-5,1,.,.
COc1cccc(NC(=O)NC2CCCCC2C)c1 (stereo not drawn),.,1,.,.,.,40,0,-37
CCS(=O)(=O)NCC[C@H]1CC[C@H](NC(=O)Cc2ccccn2)[C@@H](CO)O1,-6,-16,-0.3,-6,48,-2[16.7 µM],1,-49
CCOC(=O)CC1=C(C(=O)OCC)C(c2ccncc2)C(C#N)=C(N)O1 (stereo not drawn),-2,-7,.,1,4,-2,.,.

# One compound at a time (already shown). Screens in order: RAD54 inh	PGC1a acetyl inh	E-selectin induc	PglD inh	Cneo AK release	miR-122 sensor	ERAP1 HTS inh	RAD52 inh
# Results for CCS(=O)(=O)NCC[C@H]1CC[C@H](NC(=O)Cc2ccccn2)[C@@H](CO)O1 = -6	-16	-0.3	-6	48	-2[16.7 µM]	1	-49
# Results for Cc1cc(C)nc(NS(=O)(=O)c2ccc(N3C(=O)C4CC=C(Cl)CC4C3=O)cc2)n1 (stereo not drawn) = -6	-9	.	-4	-5	1	.	.
# Results for CN(C)S(=O)(=O)c1cccc(COc2cccnc2[N+](=O)[O-])c1 = -5	.	0.0	2	1	1	0	-2
# Results for CCOC(=O)CC1=C(C(=O)OCC)C(c2ccncc2)C(C#N)=C(N)O1 (stereo not drawn) = -2	-7	.	1	4	-2	.	.
# Results for CC1C(=O)N2CCCc3cc(NC(=O)COc4ccc(Cl)cc4)cc1c32 (stereo not drawn) = 9	.	0.0	-5	-3	.	1	-11

# Next structures:
SMILES,RAD54 inh,PGC1a acetyl inh,E-selectin induc,PglD inh,Cneo AK release,miR-122 sensor,ERAP1 HTS inh,RAD52 inh
Nc1nc2c(c(=O)[nH]1)C(c1ccccc1)C1=C(N2)c2ccccc2C1=O (stereo not drawn),-5,5,1.7,2,-2,-6,-3,-9
CN1CCc2c(sc3c2c(NCc2ccco2)nc2nnnn23)C1,19,?,.,-2,8,-6,.,.
CCOC(=O)c1cnc(-c2ccccc2)nc1N,4,24,.,-8,-2,-2,-1,-6
CCCc1nc2c3ccccc3ccn2c1Cc1cccc(Cl)c1,3,4,0.5,-2,11,14,6,-106
CC(C)CNc1ncnc2c1cnn2Cc1ccccc1Cl,0,4,0.0,4,0,1,-2,-17
C=CCNC(=O)CSc1nnc(-c2cccc(S(=O)(=O)N3CCOCC3)c2)o1,-18,9,0.2,-4,3,3,5,-5
C[C@@H]1CCCCO[C@H](CN(C)Cc2ccc(C(=O)O)cc2)[C@@H](C)CN([C@@H](C)CO)C(=O)c2cc(NC(=O)c3ccccc3)ccc2O1,0,4,-0.2,9,-1,-3[16.7 µM],1,-4
C/C=C/c1ccc2c(c1)O[C@@H](CN(C)C(=O)Nc1ccccc1)[C@@H](C)CN([C@@H](C)CO)S2(=O)=O,-4,-11,0.7,-1,-1,-9[16.7 µM],-1,38
C[C@H](CO)N1C[C@H](C)[C@H](CN(C)C(=O)Cc2ccccc2)Oc2cc(C3=CCCCC3)ccc2S1(=O)=O,2,19,0.7,-2,0,-1[16.7 µM],-2,25
CCCCCC(=O)Nc1cc(S(=O)(=O)N2CCCCC2)ccc1N1CCCCC1,-5,-6,-2.3,-3,2,10,0,-3
O=C(COC(=O)CC1CC2CCC1C2)Nc1cccc(S(=O)(=O)NC2=NCCCCC2)c1 (stereo not drawn),-6,3,2.5,0,-3,.,-4,-14
CN(C)c1ccc2c(c1)[C@@H]1C[C@@H](CC(=O)NCc3ccncc3)O[C@H](CO)[C@@H]1O2,-15,5,0.0,-1,-5,0[16.7 µM],3,-139
COc1ccccc1C(=O)NC(CCSC)C(=O)OCC(=O)NC(=O)NCc1ccco1 (stereo not drawn),-10,8,.,2,-1,1,.,.
C[C@@H]1CN([C@@H](C)CO)C(=O)c2cc(NC(=O)C3CC3)ccc2O[C@@H]1CN(C)CC1CC1,-1,.,-0.1,8,-2,0[16.7 µM],-1,7
C[C@@H]1CCCCO[C@@H](CN(C)Cc2ccc(C(=O)O)cc2)[C@H](C)CN([C@H](C)CO)C(=O)c2cc(NS(=O)(=O)c3ccc(F)cc3)ccc2O1,-7,0,-0.1,-1,1,9[16.7 µM],0,1

# Some values from the list.
# In PGC1a acetyl inh, C=CCNC(=O)CSc1nnc(-c2cccc(S(=O)(=O)N3CCOCC3)c2)o1 is listed with 9
# In RAD54 inh, CCOC(=O)c1cnc(-c2ccccc2)nc1N is listed with 4
# In E-selectin induc, C[C@@H]1CN([C@@H](C)CO)C(=O)c2cc(NC(=O)C3CC3)ccc2O[C@@H]1CN(C)CC1CC1 is listed with -0.1
# In miR-122 sensor, C[C@@H]1CCCCO[C@@H](CN(C)Cc2ccc(C(=O)O)cc2)[C@H](C)CN([C@H](C)CO)C(=O)c2cc(NS(=O)(=O)c3ccc(F)cc3)ccc2O1 is listed with 9[16.7 µM]

# Next section:
SMILES,RAD54 inh,PGC1a acetyl inh,E-selectin induc,PglD inh,Cneo AK release,miR-122 sensor,ERAP1 HTS inh,RAD52 inh
COCc1[nH]nc2c1C(c1ccccc1F)C(C#N)=C(N)O2 (stereo not drawn),0,-2,.,-1,0,9,.,.
O=C(NN=C1CCCCCCCCCCC1)c1ccccc1F,-10,-3,-0.5,7,-3,-8,.,.
CC(C)C(=O)Nc1ccc2c(c1)C(=O)N(C)[C@@H]1CC[C@H](CC(=O)NCC3CC3)O[C@H]1CO2,-2,4,0.2,1,-4,-42[16.7 µM],-1,-7
CCCCn1cnc2c(SCc3ccccn3)nc(N)nc21,-2,2,2.7,-3,-1,.,0,3
CCCN1C[C@@H](C)[C@H](OC)CN(C)C(=O)c2ccc(NC(=O)Nc3c(C)noc3C)cc2OC[C@H]1C,-6,-15,-0.2,-1,2,0[16.7 µM],.,3
C[C@@H]1CN([C@H](C)CO)S(=O)(=O)c2ccc(C#Cc3ccccc3)cc2O[C@@H]1CN(C)C,-5,-24,.,-2,10,-1[16.7 µM],-3,14
Cn1nnc2cc(C(=O)NCc3ccc4c(c3)OCO4)ccc21,0,11,.,-1,2,-10,.,.
CCN1CCCC1CNC(=O)c1cc2cc(F)ccc2[nH]1 (stereo not drawn),4,2,3.0,-1,1,10,-7,-13
CCOC(=O)c1c(NC(=O)Cn2c(=O)oc3ccccc32)oc(C)c1C(C)=O,5,1,.,.,0,-3,.,.
O=S(=O)(c1ccc(F)c2ccccc12)N1CCCCC1,-1,4,.,5,5,5,.,.
COc1ccc(OCC(=O)OCCN(C)C)cc1,-5,9,.,-65,20,-3,.,.
Cc1ccc(CSCCNC(=O)CN(c2ccc(F)cc2)S(C)(=O)=O)cc1,-1,.,1.8,3,1,.,1,-10
Cc1ccc(-c2cnc3c(c2)C(=O)N([C@@H](C)CO)C[C@H](C)[C@H](CN(C)Cc2ccccc2C(=O)O)O3)cc1,6,4,.,0,39,0[16.7 µM],-1,-5
COc1ccc(S(=O)(=O)Nc2c(C)nc3nc(C)[nH]n3c2=O)cc1,4,10,0.3,2,1,-4,3,7
C[C@@H]1CN([C@H](C)CO)C(=O)c2cc(-c3cccnc3)cnc2O[C@@H]1CN(C)C,9,4,0.3,0,-5,-4[16.7 µM],3,-4

# Screening data deposited in PubChem BioAssay by Broad Institute.

# The order is random; overall some 1.4% were active at least once.
